Screening results deposited in PubChem by several laboratories.
TMEM16A act: activators or potentiators of mouse TMEM16A chloride channel; 0.3% of 340,000 active; HEK293 TMEM16A/YFP-H148Q/I152L, iodide quench fluorescence; active compounds read low; B-score at 10 µM; Q8BHY3;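 active = fluorescence-ratio B-score plate-corrected deviation score at least 3 library SD below zero, with starting fluorescence score within 5 deviations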;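 also: channel opened by trigger with iodide after compound preincubation; score built on the fluorescence ratio of max minus min over baseline; more negative score means more quench and so TMEM16A activation or potentiation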
ANO1 block: inhibitors of mouse TMEM16A calcium-activated chloride channel | 1.2% of 310,000 active | normalized B-score (activity score, 25-100; higher = stronger inhibition) at 10 µM | AID 588511 | HEK293 TMEM16A/YFP iodide influx fluorescence, ionomycin | Q8BHY3;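 active = ratio plate-corrected score three or more library SD toward inhibition, starting fluorescence score within five deviations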;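 also: score derived from kinetic fluorescence span divided by baseline fluorescence per well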
SKKanGAS inh: blocks kanamycin growth of S. pyogenes SKKanGAS strain; BacTiter-Glo, 6 h; inhibition, % at 7.5 µM; 1.3% of 300,000 active;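 active = mean replicate score, as percent of positive control median, at least 50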;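 also: strain carries kanamycin resistance gene driven by streptokinase promoter and grows in 40 µg/ml kanamycin; loss of luminescence reflects streptokinase promoter inhibition or plain growth inhibition; 0% = median of DMSO wells and 100% = positive control at its reference dose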
MrgX1 agonist: activates human MrgX1 receptor signaling. Q96LB2. MrgX1-HEK293 cells, Fluo-4 calcium fluorescence, agonist mode; active compounds read high. B-score at 10 µM. 0.44% of 310,000 active;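 active = calcium response B-score plate-corrected fluorescence ratio at least 3 library SD, with starting fluorescence B-score inside 5 SD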
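Test system: Stable human MrgX1 HEK293 cell line | Schedule: Overnight plating before 1 h dye loading | Read-out basis: Baseline-normalised fluorescence change ratio, B-scored | Detection: Kinetic calcium dye fluorescence, Fluo-4 NW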
TRPC4 PAM: TRPC4 (mouse) allosteric potentiation; Q9QUQ5; HEK293 TRPC4beta/mu-opioid, DAMGO EC20, Fluo-4 Ca2+ flux; active compounds read high; B-score at 10 µM; 0.42% of 310,000 active;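 active = B-score of calcium response area above 5 SD of library B-scores, with initial fluorescence ratio within 5 SD of library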;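 also: B-score of integrated fluorescence ratio over time as area under calcium response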
TRPC4 block: inhibitors of mouse TRPC4 channel. Q9QUQ5. HEK293 TRPC4beta/mu-opioid, DAMGO-evoked Fluo4 calcium flux; active compounds read low. B-score at 10 µM. 0.39% of 300,000 active. AID 2247;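 active = B-score over 3 SD under the library average, no early fluorescence shift, positive overall ratio signal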
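test system = HEK293 cells with stable TRPC4beta plus mu-opioid receptor expression | detection = Fluo4 Ca2+ flux fluorescence | read-out = integrated fluorescence ratio relative to baseline, converted to per-well B score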
TRPC6 activator: activators of mouse TRPC6 channel. B-score at 10 µM. HEK293-TRPC6 membrane potential dye fluorescence; active compounds read high. Q61143. AID 2550. 0.13% of 310,000 active;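 active = B-score of the integrated fluorescence ratio above library mean plus 3 SD, and starting fluorescence ratio within library mean plus 5 SD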;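 also: higher score means more depolarization so channel activation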
Target sequence (Q61143 whole entry, looked up): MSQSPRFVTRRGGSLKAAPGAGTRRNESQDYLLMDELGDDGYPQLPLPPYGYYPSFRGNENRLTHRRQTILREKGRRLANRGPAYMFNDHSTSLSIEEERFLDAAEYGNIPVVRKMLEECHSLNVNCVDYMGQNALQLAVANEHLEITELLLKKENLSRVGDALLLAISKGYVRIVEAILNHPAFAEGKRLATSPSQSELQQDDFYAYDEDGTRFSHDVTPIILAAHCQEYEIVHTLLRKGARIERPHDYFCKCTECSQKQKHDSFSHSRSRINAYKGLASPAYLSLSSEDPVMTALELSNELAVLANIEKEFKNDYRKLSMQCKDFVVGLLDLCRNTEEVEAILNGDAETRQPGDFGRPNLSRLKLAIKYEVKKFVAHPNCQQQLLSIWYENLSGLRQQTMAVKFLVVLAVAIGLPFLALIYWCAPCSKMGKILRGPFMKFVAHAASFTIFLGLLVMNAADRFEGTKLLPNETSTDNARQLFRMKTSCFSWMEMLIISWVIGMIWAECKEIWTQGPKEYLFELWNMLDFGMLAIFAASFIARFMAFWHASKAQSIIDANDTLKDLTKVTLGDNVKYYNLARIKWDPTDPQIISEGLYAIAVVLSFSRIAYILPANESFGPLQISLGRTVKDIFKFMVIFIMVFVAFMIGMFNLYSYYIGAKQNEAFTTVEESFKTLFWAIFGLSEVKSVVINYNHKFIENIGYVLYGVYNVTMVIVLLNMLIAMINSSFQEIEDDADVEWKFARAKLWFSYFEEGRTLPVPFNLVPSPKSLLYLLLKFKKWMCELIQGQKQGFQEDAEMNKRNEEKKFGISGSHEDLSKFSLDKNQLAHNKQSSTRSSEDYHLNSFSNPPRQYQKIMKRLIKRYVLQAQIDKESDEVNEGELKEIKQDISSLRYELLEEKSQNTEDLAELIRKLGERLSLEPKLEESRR
TRPC4 act: TRPC4 (mouse) channel activation; Q9QUQ5; HEK293 TRPC4beta/mu-opioid, Fluo4 calcium fluorescence; active compounds read high; B-score at 10 µM; 0.49% of 310,000 active;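 active = B-score above 5 SD of library B-scores, and initial fluorescence ratio not above library mean plus 5 SD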;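 also: positive B-score marks a calcium rise read as TRPC4 activation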
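Test system: HEK293 cells stably co-expressing mouse TRPC4beta and mu-opioid receptor | Schedule: Fluo4 dye loading 45 min at room temperature, 110 s recording | Measured by: Kinetic Fluo4 calcium fluorescence, 5 s baseline at 1 Hz | Evaluation: B score of integrated ratio | Controls: Buffer (low) and maximal DAMGO (high)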
MrgX1 antag: antagonists of human MrgX1 receptor; MRGX1-HEK293 calcium flux, Fluo-4, BAM8-22 antagonism; active compounds read low; AID 588676; 1.3% of 310,000 active; B-score at 10 µM;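 active = calcium-response B-score plate-corrected more than 3 library SD below zero, starting fluorescence within 5 deviations, no agonist response on first addition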;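 also: peak minus trough fluorescence over baseline after final BAM8-22 challenge near maximal dose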
TRPC6 inhibitor: blocks the mouse TRPC6 cation channel. Q61143. HEK293-TRPC6, membrane potential dye, ACh-evoked depolarization; active compounds read low. B-score at 10 µM. 1.1% of 310,000 active. AID 2553;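 active = B-score under library mean minus 3 SD, initial fluorescence not abnormally high, positive integrated signal ratio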;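 also: B-score derived from integrated fluorescence ratio over the kinetic read; more negative B-score means stronger inhibition of depolarization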
MrgX1 allo act: allosterically activates human MrgX1 receptor signaling. MrgX1-HEK293, Fluo-4 calcium flux, FDSS; active compounds read high. B-score at 10 µM. 0.63% of 310,000 active. AID 588675;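 active = plate-corrected calcium response at least 3 library SD above typical, normal starting fluorescence, not activating the receptor alone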;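 also: compound read alongside a low EC10 to EC30 dose of BAM8-22 agonist; peak minus trough fluorescence over baseline measured at the second addition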
* = called active by the depositor; i = inactive; / = no result given. This is a random part of the collection; 6.7% or so of the library scored in one or more.

structure,MrgX1 agonist,SKKanGAS inh,TRPC4 act,MrgX1 allo act,TRPC6 inhibitor,TMEM16A act,ANO1 block,TRPC6 activator,MrgX1 antag,TRPC4 PAM,TRPC4 block
Cc1nnc(C)n1/N=C/c1ccc(O)cc1,i,0,i,i,i,i,i,i,i,i,i
Cc1cc(-c2ccccc2)nc(N(C)C)c1S(C)(=O)=O,i,2,i,i,i,i,i,i,i,i,i
CCCC(=O)c1cc2c(cc1NC(=O)c1ccccc1F)OCCO2,i,-8,i,i,i,i,i,i,i,i,i
O=C(CNC(=O)c1ccco1)N/N=C/c1ccc(O)cc1O,i,-3,i,i,i,i,i,i,i,i,i
Cc1cccc(-n2c(SCC(=O)NCc3ccco3)nc3ccccc3c2=O)c1,i,-7,i,i,i,i,i,i,i,i,i
O=C(CN1C(=O)COc2ccc(S(=O)(=O)N3CCOCC3)cc21)NCc1ccco1,i,2,i,i,i,i,i,i,i,i,i
COCCNC(=O)Cn1nc(-c2ccc(C)cc2)ccc1=O,i,-2,i,i,i,i,i,i,i,i,i
COc1ccc(C(CC(=O)NC(C)(C)C)n2cccc2)cc1 (stereo unspecified),i,-1,i,i,i,i,i,i,i,i,i
CCCCN(C(=O)c1c(C)[nH]c(C(=O)OCC)c1C)c1ccccc1,i,4,i,i,i,i,i,i,i,i,i
O=C(NC(C(=O)c1ccccc1)N1CCCCCC1)c1ccco1 (stereo unspecified),i,3,i,i,i,i,i,i,i,i,i
O=C(CNC(=O)c1ccccc1)NCC(=O)OCC(=O)c1ccccc1,i,-7,i,i,i,i,i,i,i,i,i
Cn1c(=O)c2cc(S(=O)(=O)Nc3cc(C(=O)O)cc(C(=O)O)c3)ccc2n(C)c1=O,i,-3,i,i,i,i,i,i,i,i,i
O=C(COC(=O)c1ccccn1)Nc1cccc2ccccc12,i,-4,i,i,i,i,i,i,i,i,i
O=C(Cn1c(=O)oc2ccccc21)N1CCOCC1,i,2,i,i,i,i,i,i,i,i,i
COc1ccccc1N1CCN(C(=O)C2CC(=O)N(c3ccccc3)C2)CC1 (stereo unspecified),i,-1,i,i,i,i,i,i,i,i,i
CCCCOP(=O)(c1ccc(N(C)C)cc1)C(O)c1ccc(OC)c(OC)c1 (stereo unspecified),i,-1,i,i,i,i,i,i,i,i,i
COc1cccc(C(=O)OCC(=O)c2ccc(Br)s2)c1,i,-1,i,i,i,i,i,i,i,i,i
Cc1cc(Br)ccc1NC(=O)C1CCN(C(=O)c2ccco2)CC1,i,-9,i,i,i,i,i,i,i,i,i
CCOc1ccc(CNC(=O)CCc2cn(Cc3ccccc3)c3ccccc23)cc1,i,-1,i,i,i,i,i,i,i,i,i
O=C(Oc1ccc(-n2cnnn2)cc1)c1ccco1,i,-6,i,i,i,i,i,i,i,i,i
Cn1cc(CN2CCC(N3CCNC(=O)CC3)CC2)c(-c2ccccc2F)n1,i,10,i,i,i,i,i,i,i,i,i
COc1cc(C2NC(=S)NC3=C2C(=O)CCC3)ccc1O (stereo unspecified),i,-1,i,i,i,i,i,i,i,i,i
C=CCn1c(COc2cccc3ccc(C)nc23)nnc1SCC(N)=O,i,-5,i,i,i,i,i,i,i,i,i
Cc1cc(N=CC2=C(O)CC(C)(C)CC2=O)no1,i,-4,i,i,i,i,i,i,i,i,i
COc1cccc(CNc2ccc(F)c(Cl)c2)c1,i,16,i,i,i,i,i,i,i,i,i
CCC(C)[C@H](NC(=O)NCc1ccccc1Cl)C(=O)OC (stereo partly specified),i,7,i,i,i,i,i,i,i,i,i
CC/C(=N/NC(=O)CCC(=O)Nc1ccccc1OC)c1ccccc1,i,2,i,i,i,i,i,i,i,i,i
CCN(CCCNC(=O)Cn1ncc2c([nH]c3ccc(C)cc32)c1=O)c1ccccc1,i,7,i,i,i,i,i,i,i,i,i
Cc1cccc(C(=O)OCc2cnc(Cl)s2)c1,i,11,i,i,i,i,i,i,i,i,i
CC(=O)Oc1ccc(/C=N/NC(=S)Nc2ccccc2)cc1,i,-4,i,i,i,i,i,i,i,i,i
COC(=O)c1[nH]c2ccccc2c1NC(=O)C(C)N1CCN(C(=O)c2ccco2)CC1 (stereo unspecified),i,-1,i,i,i,i,i,i,i,i,i
CCOC(=O)N1CCC(NC(=O)c2cccc3c2C(=O)N(Cc2cccnc2)C3)CC1,i,19,i,i,i,i,i,i,i,i,i
CC(C)(C)N1CC(COc2ccccc2)OC1=O (stereo unspecified),i,6,i,i,i,i,i,i,i,i,i
Cc1nn(CC2CCCCC2)c(N)c1-c1ccccc1,i,6,i,i,i,i,i,i,i,i,i
O=C(CN1CCN(S(=O)(=O)N2CCOCC2)CC1)Nc1ccc(Cl)c(Cl)c1,i,-5,i,i,i,i,i,i,i,i,i
O=C(CC1CCCC1)Nc1nc2ccccc2[nH]1,i,15,i,i,i,i,i,i,i,i,i
CC(NC(=O)Nc1ccc2c(c1)OCO2)C1CCCO1 (stereo unspecified),i,-2,i,i,i,i,i,i,i,i,i
O=C(Nc1ccc(F)cc1)OCCOc1ccc([N+](=O)[O-])cc1,i,-1,i,i,i,i,i,i,i,i,i
O=c1c(-c2ccccc2)c(O)nc2ccccn12,i,0,i,i,i,i,i,i,i,i,i
CC(=O)Nc1ccc(S(=O)(=O)NC2=C(N3CCN(c4ccc(F)cc4)CC3)C(=O)c3ccccc3C2=O)cc1,i,25,i,i,i,i,i,i,i,i,i
O=C(NC(O)C(=O)c1cccs1)c1cccnc1 (stereo unspecified),i,-2,i,i,i,i,i,i,i,i,i
CCCN1CCC(NC23CC4CC(CC(C4)C2)C3)CC1,i,1,i,i,i,/,i,i,i,i,i
O=C(CN1CCN(c2ccccn2)CC1)NC(=O)NC1CCCCC1,i,-3,/,i,/,i,i,/,i,/,/
CCN(CC(=O)Nc1ccc(OC)c(OC)c1)S(=O)(=O)c1ccc(C)cc1,i,-6,i,i,i,i,i,i,i,i,i
CNC(=S)Nc1ccc2nc(C)c(C)nc2c1,i,7,i,i,i,i,i,i,i,i,i
COc1ccc(N2C(=O)c3ccccc3NC2(C)C)cc1,i,-1,i,i,i,i,i,i,i,i,i
O=C(c1ccccc1)c1cnc(-c2ccccc2)s1,i,15,i,i,i,i,i,i,i,i,i
CCc1cccc(CC)c1NC(=S)N(CCN(C)C)C(C)c1cccnc1 (stereo unspecified),i,-2,i,i,i,i,i,i,i,i,i
CCOc1ccc(NC(=O)N2CC(C)OC(C)C2)cc1 (stereo unspecified),i,-2,i,i,i,i,i,i,i,i,i
O=S(=O)(c1ccc(F)cc1)N1CCC(N2CCCCCC2)CC1,i,-2,i,i,i,i,i,i,-11*,i,i
CC(Sc1cccc[n+]1[O-])c1ccccc1 (stereo unspecified),i,-1,i,i,i,i,i,i,i,i,i
COc1cccc(C(=O)N2CCN(CCCc3ccccc3)CC2)c1OC,i,/,/,i,/,i,i,/,i,/,/
CN1CCN(C(=O)c2ccc3c(c2)N(Cc2cccc(Cl)c2)C(=O)c2ccccc2S3=O)CC1 (stereo unspecified),i,4,i,i,i,i,i,i,i,i,i
CCN1C(=O)c2cccc3c(N)ccc1c23,i,8,i,i,i,i,i,i,i,i,i
c1cncc(N=c2scc(-c3cccc4ccccc34)n2CCCn2ccnc2)c1,i,5,i,i,i,i,i,i,i,i,i
C=CCS(=O)(=O)N1CCCC(N2CCN(c3ccccc3OC)CC2)C1 (stereo unspecified),i,4,i,i,i,i,i,i,i,i,i

Additional records
structure,MrgX1 agonist,SKKanGAS inh,TRPC4 act,MrgX1 allo act,TRPC6 inhibitor,TMEM16A act,ANO1 block,TRPC6 activator,MrgX1 antag,TRPC4 PAM,TRPC4 block
Cc1cccc(N(C(=O)c2ccco2)C(C(=O)NC2CCCC2)c2ccco2)c1C (stereo unspecified),/,-2,i,/,i,i,/,i,/,i,i
CCN(CC)S(=O)(=O)c1ccc(N2CCCC2)c(NS(=O)(=O)c2ccc(OC)cc2)c1,i,-8,i,i,i,i,i,i,i,i,i
Cc1c(C(=O)Nc2ccc(Cc3ccncc3)cc2)cccc1[N+](=O)[O-],i,2,i,i,i,i,i,i,i,i,i
COc1ccc(C(=O)OCC(=O)NC2CCCC2)c(OC)c1OC,i,-4,i,i,i,i,i,i,i,i,i
O=C(NC1CCCC1)c1cccc(Oc2ccccc2)c1,i,-5,i,i,i,i,i,i,i,i,i
CC1CCN(S(=O)(=O)c2cccc(C(=O)Nc3ccccn3)c2)CC1,i,-1,i,i,i,i,i,i,i,i,i
CC(=O)Nc1cccc(OCCCNC(=O)c2cccc3ccccc23)c1,i,0,i,i,i,i,i,i,i,i,i
CCOC(=O)c1ccc(N2C(=O)C3C(C2=O)C(C(=O)c2ccc(Cl)cc2)N2CCCC32)cc1 (stereo unspecified),43*,10,i,i,i,i,i,i,i,i,i
N#CCCN(C(=O)COC(=O)CCc1c[nH]c2ccccc12)c1ccccc1,i,-3,i,i,i,i,i,i,i,i,i
Cc1ccc(OCCNC(=O)c2ccco2)cc1C,i,-4,i,i,i,i,i,i,i,i,i
Cn1nccc1C(=O)N1CCN(S(=O)(=O)c2ccc(Br)s2)CC1,i,-6,i,i,i,i,i,i,i,i,i
CC(NC(=O)c1ccc(F)cc1)c1nc2ccccc2n1Cc1ccccc1F (stereo unspecified),i,2,i,i,i,i,i,i,i,i,i
